PfG6PD inh = PfG6PD (Plasmodium falciparum) enzyme inhibition. inhibition, % at 20 µM. 0.78% of 350,000 active. PfGluPho enzyme, NADPH resazurin-diaphorase fluorescence;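 active means inhibition reaching at least a set limit at 20 µM in the primary screen, cut at about 59% in these data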;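 further: 0% = DMSO wells with substrate and 100% = DMSO wells lacking glucose-6-phosphate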
HKDC1 inh = HKDC1 (human) hexokinase inhibition; Q2TB90; recombinant HKDC1, G6PDH/diaphorase resazurin coupled fluorescence; inhibition, % at 20 µM; 0.16% of 340,000 active;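 active means inhibition above about 35% when tested at 20 µM, limit read from the data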;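 further: plate controls were DMSO wells with enzyme for no effect and DMSO wells lacking enzyme for full effect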
Target sequence (Q2TB90 whole entry, looked up): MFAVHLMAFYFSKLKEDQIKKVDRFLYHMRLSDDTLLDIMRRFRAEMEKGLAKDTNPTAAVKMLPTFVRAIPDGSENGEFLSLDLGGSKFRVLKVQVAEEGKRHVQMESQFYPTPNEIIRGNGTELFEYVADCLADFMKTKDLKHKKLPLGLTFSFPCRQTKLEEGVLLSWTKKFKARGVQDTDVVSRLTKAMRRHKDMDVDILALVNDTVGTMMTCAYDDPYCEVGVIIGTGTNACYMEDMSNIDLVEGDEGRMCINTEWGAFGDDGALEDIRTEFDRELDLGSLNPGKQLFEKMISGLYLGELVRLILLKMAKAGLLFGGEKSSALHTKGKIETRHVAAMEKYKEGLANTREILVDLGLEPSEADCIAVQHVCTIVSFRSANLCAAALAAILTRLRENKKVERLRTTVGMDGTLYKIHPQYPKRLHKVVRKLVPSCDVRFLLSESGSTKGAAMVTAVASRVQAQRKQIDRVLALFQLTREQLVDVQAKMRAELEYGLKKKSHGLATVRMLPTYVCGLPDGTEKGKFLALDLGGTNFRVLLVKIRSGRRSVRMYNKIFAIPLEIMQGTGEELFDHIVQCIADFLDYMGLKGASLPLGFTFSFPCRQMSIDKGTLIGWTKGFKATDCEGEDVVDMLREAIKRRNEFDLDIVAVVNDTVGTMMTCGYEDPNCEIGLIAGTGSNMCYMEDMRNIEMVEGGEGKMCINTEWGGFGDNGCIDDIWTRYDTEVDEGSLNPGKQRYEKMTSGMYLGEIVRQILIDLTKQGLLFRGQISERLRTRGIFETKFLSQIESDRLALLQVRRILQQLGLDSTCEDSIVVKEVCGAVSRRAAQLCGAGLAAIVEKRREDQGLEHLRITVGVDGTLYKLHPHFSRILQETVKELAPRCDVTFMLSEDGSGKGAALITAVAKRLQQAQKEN
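Assay system – recombinant HKDC1 (HK5) hexokinase enzyme, produced in-house · Input – HKDC1 at 5 µg/mL · Reagent – glucose plus 1 mM ATP as hexokinase substrates · Timing – 90 min reaction incubation at room temperature, dark · Measured by – G6PDH/diaphorase-coupled fluorescence, 1 mM NADP, 100 µM resazurin, 525/613 nm · Benchmarks – DMSO-enzyme wells negative, buffer-substituted wells positive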
UBC13 inh = inhibitors of human UBC13 polyubiquitin chain formation; P61088; TR-FRET; inhibition, % at 20 µM; 0.47% of 330,000 active; AID 485273; in the data active means inhibition above about 45%, passing the limit was not always enough
Target sequence (P61088 whole entry, looked up): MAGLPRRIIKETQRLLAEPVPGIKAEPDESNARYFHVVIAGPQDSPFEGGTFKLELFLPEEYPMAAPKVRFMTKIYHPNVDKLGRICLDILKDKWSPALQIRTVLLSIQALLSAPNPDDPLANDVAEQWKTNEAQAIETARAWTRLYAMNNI
SENP6 inh = SENP6 protease inhibition; Q9GZR1; Recombinant SENP6 catalytic domain, aminoluciferin luminescence; inhibition, % at 10 µM; 1.8% of 330,000 active;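 active means inhibition above about 50% at the single tested dose, limit read from the data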;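 further: plate controls were DMSO wells with enzyme for no effect and DMSO wells lacking enzyme for full effect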
SENP8 block-1 = inhibitors of human SENP8 protease; 0.64% of 360,000 active; AID 602440; inhibition, % at 20 µM; Q96LD8; recombinant SENP8, Nedd8 substrate fluorescence; in the data active means inhibition mostly above about 40%, no sharp cut-off; inactive means mostly below about 27%
beta cell repl = induces beta-cell replication in MIN6 cells. MIN6 cells proliferation, ATPlite luminescence, 48 h; cells starved in 0.2% serum; 100% = growth in 10% serum. proliferation, % at 10 µM. 0.29% of 330,000 active. AID 2380;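 active means compounds whose signal lies at least 3.5 SD above the mean of all wells on their plate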;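 further: 0% = DMSO-treated cells in low-serum medium and 100% = 10% serum control; some compounds called inactive have numbers as strong as hits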
SENP7 block = blocks the human protease SENP7. 1.5% of 330,000 active. recombinant SENP7, Z-RLRGG-aminoluciferin luminescence, 40 min. inhibition, % at 5 µM;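 active means inhibition above about 50% at the single test dose, limit read from the data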;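 further: plate controls were DMSO with enzyme for no effect and no enzyme buffer wells for full effect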
SENP1 inh = SENP1 (human) catalytic domain inhibition. Q9P0U3. inhibition, % at 10 µM. 0.21% of 360,000 active. recombinant SENP1 catalytic domain, CyPet-SUMO1-YPet FRET cleavage;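 active means inhibition at least 30% at 10 µM, raw YFP signal under a set limit, fluorescence ratio 0.5 to 1.5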;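 further: 0% = enzyme with DMSO and 100% = no enzyme wells; some results filed as inactive read as strong as hits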
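Compound: 10 µM single point, 0.5% DMSO; Test system: hSENP1 catalytic domain, recombinant; Timing: 50 min reaction at room temperature; Technique: FRET, CFP and YFP emission; Control set: no-enzyme wells low, DMSO-plus-enzyme wells high control.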
SENP8 block-2 = SENP8 protease inhibition; Q96LD8; purified SENP8, Z-RLRGG-aminoluciferin cleavage, luminescence; inhibition, % at 10 µM; 1.2% of 330,000 active; AID 2540; in the data active means inhibition above about 50%
The depositor's hits bear a star; i = inactive; · = no result given.

SMILES	PfG6PD inh	HKDC1 inh	UBC13 inh	SENP6 inh	SENP8 block-1	beta cell repl	SENP7 block	SENP1 inh	SENP8 block-2
O=C1C(=O)N(CCN2CCOCC2)C(c2ccc(Cl)cc2)/C1=C(/O)c1ccc(S(=O)(=O)N2CCOCC2)cc1 (stereo not drawn)	-25.0	-0.3	-13.3	-16.3	10.7	1.5	11.9	1.4	4.8
CC(C)(C)NC(=O)CN(C(=O)CCN1CCCc2ccccc21)C(C)(C)C	-19.7	11.6	0.7	11.9	-12.3	-3.8	5.9	-57.0	2.9
N#CCc1c(C#N)c(N)nc(N2CCOCC2)c1C#N	2.1	-2.3	-10.1	1.3	-104.8	-2.0	13.6	-7.1	-7.3
COC(=O)NNC(=S)NCc1ccc(C)cc1	8.4	-9.0	-0.3	1.4	12.7	0.0	8.6	1.3	-0.4
COc1ccc(CN2CCOCCOCCOCC2)cc1	3.1	2.0	-7.8	0.8	28.6	-1.3	-3.9	-1.0	4.1
CC(C)N(C(=O)Cn1c(SCC(=O)NC2CC2)nc2ccccc21)C(C)C	3.7	1.1	-3.6	18.6	8.1	-2.3	2.4	-0.3	5.6
CCc1ccc2oc(-c3cc(N)ccc3Cl)nc2c1	28.1	-1.3	9.0	95.1*	i	-2.3	95.5*	-10.2	92.4*
COc1ccc(C(=O)O/N=C(/c2ccccc2)c2ccncc2)cc1	-1.1	-9.2	6.4	-5.2	11.6	3.1	-1.4	5.6	-8.4
Cc1ccc(CNC(=O)C2CCC(=O)N(CCc3cccc(F)c3)C2)s1 (stereo not drawn)	-4.7	-4.9	-2.9	-13.3	19.8	0.9	-6.7	0.5	-1.2
CC1CCCCC1NC(=O)CC1Oc2ccccc2NC1=O (stereo not drawn)	7.5	-0.9	-5.3	0.8	2.8	-1.1	-3.6	-4.8	-1.3
CCOCC(=O)Nc1nnc(SCCOC)s1	1.5	6.3	9.0	3.8	29.9	-0.8	3.3	-2.3	-6.2
CSc1nc(O)c(C(c2ccc(OC(C)C)cc2)c2c(O)nc(SC)[nH]c2=O)c(=O)[nH]1	-16.7	7.8	3.6	-5.5	8.0	1.4	-3.9	1.0	1.6
Cc1cc(C)cc(N(CC(=O)NC2CC3CCC2C3)S(C)(=O)=O)c1 (stereo not drawn)	-4.5	-0.6	2.8	-5.8	33.4	1.3	-5.3	1.9	-5.3
C/C(=N\NC(=O)CSCc1ccc([N+](=O)[O-])cc1)c1cccc(Br)c1	14.3	23.8	46.8*	-17.2	11.6	0.2	3.0	0.6	0.9
CC(C)NC(=O)[C@]1(C)CCC[C@@]2(C)C3CC[C@@]4(C)C[C@]3(CCC21)CC4=O (stereo partly drawn)	0.8	-1.0	-9.3	0.1	4.9	-2.0	-6.7	2.3	0.5
CCCC[N+](CC#CCO)(CC#Cc1ccccc1)CCCC	-22.9	-0.9	6.6	-0.2	26.4	-2.1	4.8	0.5	1.1
CC(C)N(C(=O)COC(=O)c1ccc(O)cc1)C(C)C	-11.6	-2.9	2.3	-14.3	10.6	-2.6	-9.1	1.8	-4.5
COc1ccc(OC)c(S(=O)(=O)Nc2cc(Cl)cc(Cl)c2)c1	-1.4	6.9	-6.4	-10.2	12.3	-4.2	-9.2	1.0	-5.8
Cc1ccccc1OCC(=O)Nc1nnc(C2CCCC2)s1	-0.8	0.8	-2.8	4.7	6.0	-2.1	1.6	0.4	-3.5
COCc1nnc(NC(=O)c2cc(Cl)ccc2OC)s1	21.4	-11.9	-4.2	-4.8	5.2	-1.5	6.8	-0.2	-0.2
CC(C)c1nnc(NC(=O)CCC(=O)NC2CCCCCCC2)s1	5.1	5.7	-0.4	2.7	14.9	-2.2	-2.9	0.2	-6.6
Cn1nc(C(=O)NNC(=O)c2ccc(Cl)c(S(N)(=O)=O)c2)c2ccccc2c1=O	-2.7	-2.0	8.1	2.1	2.7	0.6	8.4	1.7	1.3
C=C(C)CN(CC)c1nc(N)c(C#N)c(CC#N)c1C#N	-4.2	-1.1	3.7	-3.5	24.8	-2.3	6.3	-1.5	-1.2
COc1ccc(CN(C(=O)c2ccco2)C2CC(C)N(C)CC2C)cc1 (stereo not drawn)	-2.1	-3.8	-6.1	-6.4	12.8	-3.4	4.7	1.0	4.5
Cc1cccc(S(=O)(=O)N2CN(Cc3ccco3)c3nc4ccccc4nc32)c1	-9.3	-8.1	-17.3	9.7	-404.3	-3.6	-1.6	-38.4	5.8
O=C(c1ccc2c(=O)n3c(nc2c1)CCCCC3)N1CCc2ccccc21	8.6	1.7	14.3	-29.9	11.9	-2.3	-7.1	-1.5	-3.1
Fc1cccc(F)c1-n1c(CN2CCCC2)csc1=S	2.3	-8.3	7.7	-4.7	28.0	2.1	2.6	2.8	0.4
CCCN(CC(=O)Nc1ccc(Cl)cc1Cl)Cc1cc(=O)n2ccsc2n1	14.2	3.6	15.8	-1.4	-55.5	-3.8	10.5	-0.1	-1.2
O=C(CCSc1nnc(-c2ccco2)o1)Nc1ccccc1	-0.2	-4.5	6.4	-24.5	7.8	-1.7	-0.1	0.5	-12.0
Cc1cccn2cc(-c3ccc(F)cc3)cc12	2.9	-7.0	-1.5	-6.1	-309.6	-0.5	1.8	-19.3	6.9
COc1ccc(NC(=O)CSCC(=O)NC2(C)CCS(=O)(=O)C2)cc1 (stereo not drawn)	-9.1	-6.6	2.0	-14.4	-2.5	0.7	2.3	1.7	-5.7
Cc1ccc(CCNC(=O)c2cc(-c3ccncc3)nc3ccccc23)cc1	-6.5	-4.8	-2.9	-11.7	14.3	-0.4	-10.1	-3.4	-7.5
CC(=O)Nc1ccc(S(=O)(=O)NC(C)C(=O)NCCc2ccc(F)cc2)cc1 (stereo not drawn)	8.1	9.8	1.6	-25.6	-5.1	-1.2	-9.5	-0.6	-7.2
COc1ccc2[nH]cc(CCNC(=O)CS(=O)(=O)Cc3ccccc3)c2c1	14.4	-2.3	3.1	-6.2	-1.4	-2.7	-1.1	-2.7	8.0
C=CCN(CC=C)C(=O)c1ccc(OC2CCN(C(C)=O)CC2)c(OC)c1	-21.4	2.9	-2.5	14.7	6.9	-2.6	-0.1	1.1	5.0
O=C(CN1C(=O)NC2(CCOc3ccccc32)C1=O)Nc1ccc(F)c(F)c1F (stereo not drawn)	1.7	0.2	1.5	-13.1	12.9	-1.3	4.5	-1.1	3.0
CCn1nc(NS(=O)(=O)c2ccccc2[N+](=O)[O-])c2cc3cccc(C)c3nc21	-1.8	1.9	-7.5	19.0	4.0	-1.2	-2.6	-12.5	-3.7
CCC(Sc1nc(N)cc(=O)[nH]1)C(=O)NC(C(=O)OC)c1ccccc1 (stereo not drawn)	-1.6	-8.6	-2.2	-24.0	·	-2.3	-7.8	·	-10.6
Cc1ccc(OCc2nc(C#N)c(N3CCN(Cc4ccccc4)CC3)o2)cc1	19.9	-0.1	0.8	-13.5	28.7	-1.8	4.8	-4.2	1.6
CCN(Cc1ccccc1)C(c1cc2ccc(C)cc2[nH]c1=O)c1nnnn1CCOC (stereo not drawn)	12.4	5.6	4.4	0.5	-122.6	-0.8	1.1	-18.4	1.1

Single records (already shown). Order of values: PfG6PD inh | HKDC1 inh | UBC13 inh | SENP6 inh | SENP8 block-1 | beta cell repl | SENP7 block | SENP1 inh | SENP8 block-2
CCCN(CC(=O)Nc1ccc(Cl)cc1Cl)Cc1cc(=O)n2ccsc2n1 is entered as 14.2 | 3.6 | 15.8 | -1.4 | -55.5 | -3.8 | 10.5 | -0.1 | -1.2
C=C(C)CN(CC)c1nc(N)c(C#N)c(CC#N)c1C#N is entered as -4.2 | -1.1 | 3.7 | -3.5 | 24.8 | -2.3 | 6.3 | -1.5 | -1.2
O=C(CCSc1nnc(-c2ccco2)o1)Nc1ccccc1 is entered as -0.2 | -4.5 | 6.4 | -24.5 | 7.8 | -1.7 | -0.1 | 0.5 | -12.0
O=C(c1ccc2c(=O)n3c(nc2c1)CCCCC3)N1CCc2ccccc21 is entered as 8.6 | 1.7 | 14.3 | -29.9 | 11.9 | -2.3 | -7.1 | -1.5 | -3.1

The results go on:
SMILES	PfG6PD inh	HKDC1 inh	UBC13 inh	SENP6 inh	SENP8 block-1	beta cell repl	SENP7 block	SENP1 inh	SENP8 block-2
CSCCC(NS(=O)(=O)c1ccccc1F)C(=O)NCc1cccs1 (stereo not drawn)	4.5	-2.9	5.1	5.8	12.0	0.4	1.0	4.4	10.3
COc1ccc(NC(=O)CSc2ncccn2)cc1S(=O)(=O)N1CCCCC1	-1.5	1.8	18.1	-3.6	-2.7	-1.4	-8.8	-1.5	2.0
CCc1cccc(CC)c1NC(=O)C1CC(=O)N(c2ccc3c(c2)OCCO3)C1 (stereo not drawn)	-17.8	1.6	-6.7	-3.6	6.3	-3.8	-2.6	-0.1	-6.0
COc1ccc(S(=O)(=O)c2c(O)c3ccc(C(=O)Nc4ccccc4Cl)cc3[nH]c2=O)cc1	-13.8	-3.7	-7.9	-4.3	-57.4	-3.5	-22.6	0.0	-7.7
CC(C)(C)c1ccc(CCC2OCC(CN3CCOCC3)O2)cc1 (stereo not drawn)	7.9	0.2	-4.1	-38.7	-1.4	-0.6	-3.4	-3.1	-13.1
Cc1ccc([C@@H]2CC=C(C(=O)O)[C@H](c3ccccc3F)N2S(=O)(=O)c2ccccc2C)cc1	-28.6	0.9	-22.6	17.0	5.7	-1.4	7.9	0.2	-0.8
O=C(CN1CCN(Cc2cccc(Cl)c2)C1=O)NCC1CCCO1 (stereo not drawn)	-3.5	-4.7	-10.2	-7.1	13.9	-1.3	16.0	0.5	-5.6
COc1ccccc1N1CCN(C(=O)c2ccccc2N(C)S(=O)(=O)c2ccc(C)cc2)CC1	15.1	4.0	2.7	1.7	10.9	-0.4	3.6	-1.5	0.5
O=C1CN(C(=O)COC(=O)c2ccc[n+]([O-])c2)c2ccccc2N1	-16.0	-6.3	1.9	9.2	21.2	2.7	-8.5	-2.2	-8.4
COC(=O)c1cc(NCc2ccc3c(c2)OCO3)ccc1N1CCOCC1	14.3	-6.2	13.8	11.5	-142.2	1.0	-4.4	-30.8	-9.3
COc1ccc(/C=C2\SC(N3CCCCC3)=NC2=O)cc1OC	4.5	7.4	-4.0	-5.2	-91.5	-5.3	-16.7	-4.1	-3.4
O=C(Nn1cnnc1)c1ccc(Cl)cc1	11.9	-5.9	2.7	-14.6	16.3	2.1	2.3	1.7	-1.1
Cc1ccc(Cl)c(OCC(=O)Nc2sc(C)c(C)c2C#N)c1	-7.6	8.7	-11.1	2.1	10.2	-2.5	-7.4	1.2	-2.0
CC(C)c1ccc(NC(=O)CNS(=O)(=O)c2ccc(F)cc2)cc1	0.3	-2.0	5.2	3.5	-30.8	-2.1	1.9	0.7	0.1
O=C(NC1CCN(Cc2ccccc2)CC1)c1cc(-c2ccccn2)nc2ccccc12	-2.6	-4.2	-7.8	-1.9	6.6	0.0	-2.0	2.4	-4.6
CCCC(C)C(=O)Nc1nc(C)c(-c2csc(Nc3ccc(Cl)cc3)n2)s1 (stereo not drawn)	28.6	0.4	-40.2	2.6	-118.3	-7.7	-10.7	-15.5	-7.2
Cc1nc2ccccc2c(=O)n1/N=C/c1ccc(O)c(O)c1O	91.9*	14.5	6.2	18.8	69.4*	-6.8	8.8	2.2	4.9
O=C(Nc1ccccn1)c1ccc(NC(=O)c2ccco2)cc1	-2.6	0.8	0.1	5.6	11.7	-1.2	16.4	1.2	-8.2
CN(Cc1cnccn1)C(=O)C1CCC(=O)N(CCc2ccccc2)C1 (stereo not drawn)	4.5	-7.5	1.2	2.8	11.2	-5.9	5.3	1.2	3.7

High-throughput results: PubChem BioAssay, Sanford-Burnham Center for Chemical Genomics
